# Compound activity from PubChem BioAssay.
# Hsp90 Hop PPI: changes Hsp90-Hop TPR2A binding signal, up or down | AlphaScreen TPR2A-His6 binding biotin-Hsp90 C-terminal peptide | Potency, µM (series often up to 57 µM), inactives show at the top dose activity change, negative = inhibition | actives 0.44% (n = 71,000); active means well fitted curve in either direction with a large enough effect; inconclusive means small, poorly fitted or top-dose-only effect, or another doubt; further: potency means the concentration at half of the fitted maximal effect; on the % scale 0 is the no-effect control and ±100 the full control effect; many of its hits are not listed in these tables
# GFP derepression: derepresses silenced GFP locus in mouse C127i cells; actives 0.09% (n = 68,000); mouse C127i GFP locus derepression, cytometry, 30 h; AID 597; Potency, µM (doses to about 46.1 µM), for inactives: at the top dose GFP derepression (activation); further: % of control where 0% means no effect
#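 Locus derepression in mouse mammary C127i cells whose integrated CMV-GFP reporter is normally silent; GFP expression after 30 h compound treatment was quantified by counting fluorescent cells.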
# 4MU fluor: compounds fluorescent in 4-MU spectral region; compound autofluorescence, 340/450 nm, 4-MU equivalents; stronger effect = higher value; max dye-equivalent concentration, M; actives 11% (n = 59,000); AID 589; in the data active means max dye-equivalent concentration above about 10 nM; inconclusive means mostly about 1.1 nM to 9.6 nM
#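 Compounds in 100 mM Tris, pH 8.0, sat 15 min at room temperature before fluorescence was read at 340 nm excitation/450 nm emission; a per-plate six-point 4-MU standard curve converted signals to dye-equivalent concentration at each compound concentration.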
# CRE-bla Fsk: alters forskolin-stimulated CRE reporter signaling in CHO cells; CHO CRE-bla reporter (cAMP response element driving beta-lactamase), forskolin EC10, beta-lactamase ratio; Potency, µM (highest dose often 38.2 µM), for inactives: top-dose activity change, negative = inhibition, most hits filed as activators; actives 2.5% (n = 71,000); AID 662; active means well fitted activation curve with a large enough effect in the signal ratio, with a control signal flat, not every such curve was filed as active; inconclusive means small, poorly fitted or top-dose-only effect, or effect the other way, or a change in a side signal; the % refers to the signal ratio; further: potency means the concentration at half of the fitted maximal effect; % of control where 0% means no effect
#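 CRE-bla CHO reporter cells treated with compound titration plus EC10 NKH 477 (water-soluble forskolin), incubated 3 h at 37 °C; CCF4 loading 2 h at room temperature, 460/530 nm emission ratio read, AC50 values derived for positive or negative modulators.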
# A350 autofl: A350 region autofluorescence; Compound autofluorescence, 340/450 nm, Alexa 350 dye-equivalents; stronger effect = higher value; max dye-equivalent concentration, M; actives 11% (n = 59,000); AID 590; in the data active means max dye-equivalent concentration above about 10 nM; inconclusive means mostly about 1.1 nM to 9.6 nM
# 15-hLO inh: inhibitors of human 15-lipoxygenase (ALOX15) | P16050 | purified 15hLO-1, xylenol orange hydroperoxide absorbance | Potency, µM (highest dose often 57.1 µM), for inactives: at the top dose activity change, negative = inhibition, usual class: inhibitors | actives 1.4% (n = 74,000); further: potency means the concentration at half of the fitted maximal effect; on the % scale 0 is the no-effect control and ±100 the full control effect; nearly all actives have a fitted effect of over 55% in size
#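 Compounds were preincubated 15 min at room temperature with 40 nM purified human enzyme (25 mM Hepes pH 7.5, 0.01% Triton X-100); 50 uM arachidonic acid reacted 6 min. Fe-xylenol orange detection, 30 min, absorbance ratio 573/405 nm.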
# UbGFP stabilizer: ubiquitin-GFP accumulation via proteasome inhibition; 67,000 tested, under 10 active; Potency, µM (series often up to 45.9 µM), without a hit: at the highest dose activation (GFP accumulation), hits mostly activators; Ubiquitin-GFP reporter cells, proteasome inhibition, GFP fluorescence; response scale: untreated = 0%, 10 µM MG-132 = 100%; active means well fitted activation curve with a large enough effect, not every such curve was filed as active; inconclusive means small, poorly fitted or top-dose-only effect, or another doubt; inactive means no such curve, though single readings can be large or run the other way; further: potency means the concentration at half of the fitted maximal effect
#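 Reporter cells (U2OS, ubiquitin-G76V-GFP fusion) are plated overnight, then treated 4 hr at 37 °C with compound titrations from 46 uM down to 2.9 nM. Activity is scaled against untreated cells and 10 uM MG-132.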
# BRCT PPI red: inhibitors of human BRCA1 BRCT-phosphoprotein interaction (red fluorophore). P38398. BRCT-phosphopeptide binding, red fluorescence polarization. Potency, µM (highest dose often 76.9 µM), without a hit: at the highest dose activity change, negative = inhibition, actives largely listed as inhibitors. actives 0.03% (n = 75,000). AID 892; further: on the % scale 0 is the no-effect control and ±100 the full control effect
# Target sequence (P38398 whole entry, looked up): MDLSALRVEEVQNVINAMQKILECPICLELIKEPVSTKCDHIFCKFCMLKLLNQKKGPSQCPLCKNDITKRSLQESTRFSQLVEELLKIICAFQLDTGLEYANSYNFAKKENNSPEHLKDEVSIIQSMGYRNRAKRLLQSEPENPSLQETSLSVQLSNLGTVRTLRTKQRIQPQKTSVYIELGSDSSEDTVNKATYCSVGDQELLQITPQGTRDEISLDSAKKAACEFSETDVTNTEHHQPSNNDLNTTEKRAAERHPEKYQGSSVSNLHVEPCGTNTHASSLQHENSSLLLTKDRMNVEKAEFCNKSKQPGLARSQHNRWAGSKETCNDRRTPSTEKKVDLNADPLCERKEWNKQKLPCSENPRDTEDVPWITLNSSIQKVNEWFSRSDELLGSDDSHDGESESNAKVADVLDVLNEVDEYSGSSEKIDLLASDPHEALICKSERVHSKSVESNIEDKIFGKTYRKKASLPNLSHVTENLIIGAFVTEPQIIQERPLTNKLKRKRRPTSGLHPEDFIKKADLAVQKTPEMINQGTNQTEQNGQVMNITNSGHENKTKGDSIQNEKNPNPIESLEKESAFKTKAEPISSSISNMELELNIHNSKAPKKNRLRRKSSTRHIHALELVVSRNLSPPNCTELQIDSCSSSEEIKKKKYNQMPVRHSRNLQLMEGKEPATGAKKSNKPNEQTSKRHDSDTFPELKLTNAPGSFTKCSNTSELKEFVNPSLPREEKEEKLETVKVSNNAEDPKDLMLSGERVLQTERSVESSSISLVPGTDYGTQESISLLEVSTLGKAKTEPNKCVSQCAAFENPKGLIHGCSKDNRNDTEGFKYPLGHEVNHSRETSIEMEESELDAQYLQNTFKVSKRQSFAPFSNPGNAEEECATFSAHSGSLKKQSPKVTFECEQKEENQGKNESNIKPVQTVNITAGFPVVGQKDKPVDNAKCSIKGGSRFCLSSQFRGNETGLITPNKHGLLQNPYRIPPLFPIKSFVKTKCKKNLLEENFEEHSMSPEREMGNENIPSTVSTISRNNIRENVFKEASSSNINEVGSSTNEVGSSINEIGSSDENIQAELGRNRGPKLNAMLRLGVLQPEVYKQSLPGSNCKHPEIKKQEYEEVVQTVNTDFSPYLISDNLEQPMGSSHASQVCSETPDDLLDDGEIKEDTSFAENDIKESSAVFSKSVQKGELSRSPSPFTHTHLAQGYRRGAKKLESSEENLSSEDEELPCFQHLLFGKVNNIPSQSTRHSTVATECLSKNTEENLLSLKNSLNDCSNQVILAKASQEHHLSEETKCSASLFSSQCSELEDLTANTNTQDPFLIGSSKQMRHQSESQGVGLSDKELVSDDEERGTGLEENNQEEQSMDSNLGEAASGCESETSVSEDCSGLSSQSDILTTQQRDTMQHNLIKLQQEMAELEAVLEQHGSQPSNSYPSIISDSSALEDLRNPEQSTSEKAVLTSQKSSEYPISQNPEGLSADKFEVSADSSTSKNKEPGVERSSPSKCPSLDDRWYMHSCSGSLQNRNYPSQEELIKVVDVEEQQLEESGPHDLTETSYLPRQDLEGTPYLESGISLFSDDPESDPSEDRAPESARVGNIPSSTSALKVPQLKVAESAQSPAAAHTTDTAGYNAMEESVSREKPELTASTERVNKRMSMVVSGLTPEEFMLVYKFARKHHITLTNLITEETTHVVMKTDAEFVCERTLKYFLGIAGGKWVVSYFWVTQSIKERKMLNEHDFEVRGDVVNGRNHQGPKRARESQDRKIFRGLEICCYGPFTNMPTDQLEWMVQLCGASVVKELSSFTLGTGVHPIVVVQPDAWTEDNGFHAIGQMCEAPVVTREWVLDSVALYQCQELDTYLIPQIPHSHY
#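 Rhodamine-labelled pBACH1 10-mer (100 nM) bound to BRCT domain (100 nM) at pH 7.3; compounds incubated 12 min room temperature, polarization read. Free peptide defines full inhibition; unlabelled decapeptide titrated as control.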
# DNA Pol III inh: blocks replication by bacterial DNA polymerase III holoenzyme; reconstituted DNA polymerase III holoenzyme replication, biochemical; Potency, µM (titrated, usually from 57.1 µM), without a hit: at the top dose activity change, negative = inhibition; actives 0.25% (n = 71,000); further: potency means the concentration at half of the fitted maximal effect; on the % scale 0 is the no-effect control and ±100 the full control effect
#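 Reconstituted *E. coli* holoenzyme (0.35 nM Pol III, 1 nM beta, 154 nM SSB, 2 nM primase) was preincubated with compound for 15 min at RT. Synthesis on 1.4 nM ssM13Gori ran 35 min, then was stopped with PicoGreen/EDTA and read as dsDNA fluorescence.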
# HBB splicing: hemoglobin beta splicing modulation | Potency, µM (series often up to 46.1 µM), inactives show at the highest dose activation, most hits filed as activators | HBB splicing reporter cell assay, activation; EGFP reporter with mutant IVS2-654 intron; response scale: normalised to 500 nM splice-correcting PNA | actives 0.06% (n = 65,000); further: potency means the concentration at half of the fitted maximal effect; 0% is about no effect
#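 HeLa cells stably expressing EGFP interrupted by mutant beta-globin intron 2 (IVS2-654), 500/well in 2% FCS. Treated with compound for 2 days at 37C. Splicing correction scored as total well GFP intensity (488 nm excitation, 500-520 nm emission); 500 nM antisense PNA served as control.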
# BRCT inh green: BRCA1 BRCT-phosphoprotein interaction inhibition. P38398. BRCA1 BRCT-phosphopeptide binding, green fluorescence polarization. Potency, µM (series often up to 76.9 µM), inactives show at the top dose activity change, negative = inhibition, most hits filed as inhibitors. actives 0.05% (n = 75,000). AID 875;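 further: potency means the concentration at half of the fitted maximal effect; plate controls were peptide without protein for full effect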
#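 Fluorescence polarization: His-tagged BRCT (~35 kDa BRCA1 C-terminus, 250 nM) bound to 100 nM fluorescein-labeled phosphorylated 10-aa BACH1 peptide, pH 7.3 phosphate buffer with DTT and Tween 20. Compounds incubated 12 min at room temperature; inhibition read as lowered polarization.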
# * = called active by the depositor; i = inactive; ? = inconclusive; . = not tested or not shown; [ ] = dose if it differs, or a comment. Unless noted, the call rests on the fitted dose curve; in most records, active means well fitted curve in the direction sought with a large enough effect; inconclusive means small, poorly fitted or top-dose-only effect, or another doubt; inactive means no such curve, though single readings can be large; an effect the other way counts as inactive or inconclusive. No enrichment for hits. Share with any hit: about 12%.
SMILES,Hsp90 Hop PPI,GFP derepression,4MU fluor,CRE-bla Fsk,A350 autofl,15-hLO inh,UbGFP stabilizer,BRCT PPI red,DNA Pol III inh,HBB splicing,BRCT inh green
COc1cccc(Cn2c(=O)c(-c3cn(C)c4ccccc34)nc3cncnc32)c1,-6%,3%[9.22 µM],i,?,i,-3%,-1%,1.9%,-7%,3.1%,-0.2%
CCOC(=O)C1CCCN(C(=O)Cn2sc3nc(C)cc(C)c3c2=O)C1 (configuration not stated),1%,2%,.,?,.,-5%,8%,2.1%,4%,-0.3%,-0.6%
CCCCC(=O)Nc1ccc(NC(=O)C(C)C)cn1,-3%,-2%,i,?,i,1%,-2%,-0.6%,2%,-2.4%,-1.6%
O=C(CC1Sc2ncnn2C1=O)Nc1ccc(Br)cc1 (configuration not stated),-5%,?,.,?,.,?,3%,2.3%,1%,0.0%,2.6%
O=S(=O)(Nc1ccc2c(c1)OCCO2)c1cnc[nH]1,5%,0%,i,-19%,i,0%,1%,-3.5%,-5%,0.7%,0.8%
CC1CCCC(C)N1S(=O)(=O)c1ccc(NC(=O)CNCC2CCCO2)cc1 (configuration not stated),-9%,0%,i,-2%,i,-7%,3%,0.1%,1%,-2.1%,-0.4%
Cc1ccccc1Nc1nc(N)nc(CN(C)c2ccccc2)n1,-23%,0%,i,17%,i,5%,-2%,0.2%,-1%,-2.1%,-1.1%
CCC(C(=O)NCc1ccc(F)cc1)N(Cc1ccco1)C(=O)c1snc(C(N)=O)c1N (configuration not stated),-3%,0%,9e-08M*,-8%,7.7e-08M*,-21%,-9%,-1.5%,-2%,.,1.5%
NC(=O)CSc1nnc(-c2ccc(S(=O)(=O)N3CCCC3)cc2)n1CC1CCCO1 (configuration not stated),-2%,0%,i,-4%,?,-1%,-2%,-0.1%,-2%,-3.2%,0.5%
O=C(c1ccncc1)N1CCC[C@@]2(CCN(Cc3cc(C(F)(F)F)cc(C(F)(F)F)c3)C2)C1,-11%,0%[9.22 µM],i,-12%,i,0%,-6%,0.2%,-6%,2.4%,0.2%
COc1ccccc1NC(=O)CSc1nc2nc(C)cc(C)c2c(=O)[nH]1,-2%,-6%,i,10µM*,i,-7%,-3%,-1.1%,1%,-1.5%,8.0%
Cc1cc(CC(C)C)n(-c2nc3ccccc3c(=O)n2OCC(=O)N(C)C)n1,-5%,5%,i,?,i,5%,-3%,1.7%,2%,1.4%[57.5 µM],0.4%
N#CCCN1CCN(S(=O)(=O)c2ccc(S(=O)(=O)NC3CCCCC3)cc2)CC1,-2%,-2%,.,14%,.,3%,-13%,-2.7%,0%,-0.3%,-1.7%
CN1/C(=C/C(=O)c2nc(S(C)(=O)=O)ncc2Cl)C(C)(C)c2ccccc21,-25%,?,i,?,?,-15%,1%,-1.1%,1%,4.1%,11%
Cc1cc(C)cc(N(C(C)C(=O)Nc2c(C)n(C)n(-c3ccccc3)c2=O)S(C)(=O)=O)c1 (configuration not stated),-2%,-2%,i,1%,i,5%,11%,0.9%,2%,0.6%,-2.9%
Cc1nnc2ccc(N3CCCC3)nn12,-3%,-2%,i,18%,i,0%,2%,0.1%,8%,-0.5%,-2.3%
COC(=O)c1ccccc1NC(=O)NCc1cccnc1,1%,0%,i,8%,i,1%,1%,-0.8%,-7%,0.5%,0.0%
Nc1nc(C(=O)N2CCOCC2)nn1S(=O)(=O)c1ccccc1,-2%,0%,i,-4%,i,7%,5%,-1.8%,0%,1.4%[57.5 µM],-2.8%
CCc1nc(Nc2ccc3nccnc3c2)c2oc3ccccc3c2n1,2%,?,5.5e-08M*,0.79µM*,8.2e-08M*,-18%,8%,-3.7%,2%,0.7%[0.369 µM],4.2%
CC(C)c1nc2oc3c(NCC4CCCO4)ncnc3c2c2c1CCC2 (configuration not stated),-8%,0%,i,?,?,-12%,1%,-4.4%,-10%,6.6%[0.369 µM],6.9%
COc1ccc(C(=O)N2CCC(C(=O)Nc3ccc(OC)c(OC)c3)CC2)cc1,-1%,0%,.,3%,.,-12%,-5%,0.3%,-4%,-0.3%,0.8%
CCCC[C@@H]1C[C@H]1C(NC(=O)c1cccs1)c1ccc(-c2ccccc2)cc1 (some centres not stated),9%,.,.,14%,.,.,.,1.7%,-5%,2.5%,-3.2%
CCSc1nnc(NC(=O)CSc2nnc(Cc3cccn3C)n2-c2ccc(F)cc2)s1,-3%,6%,i,-6%,i,-18%,2%,-0.3%,-4%,-0.2%,2.6%
CCCSc1nnc2nc3c(nn12)c1ccccc1n3C,-27%,.,.,?,.,5%,-4%,9.7%,-9%,0.0%,44%[activator]
COc1ccc(C(C#N)N2CCCCCC2)cc1OC (configuration not stated),1%,-2%,i,12%,i,-20%,-4%,0.8%,-9%,-1.5%,-2.1%
# The results go on:
SMILES,Hsp90 Hop PPI,GFP derepression,4MU fluor,CRE-bla Fsk,A350 autofl,15-hLO inh,UbGFP stabilizer,BRCT PPI red,DNA Pol III inh,HBB splicing,BRCT inh green
COC(=O)C1=C(C)NC(C)=C(C(=O)OC)C1c1ccc(OC(=O)c2ccco2)cc1,1%,-4%,.,-17%,.,-7%,-3%,0.8%,1%,-0.8%,-1.9%
Cc1ccccc1N1C(=O)c2sc3nc4c(c(=O)n3c2C1=O)CCC4,-5%,23%,.,-19%,.,-14%,-6%,-0.4%,0%,-2.6%,0.2%
O=C(O)c1ccc(S(=O)(=O)NC2CCCCC2)cc1,-1%,0%,i,5%,i,-8%,-1%,-0.1%,-4%,-4.2%,-3.5%
Cc1nn2c3ccccc3nc2n(Cc2ccccc2)c1=O,-3%,0%,i,?,i,2%,24%,-0.7%,-7%,0.6%,-0.7%
COc1ccc(CC(=O)NC2CCN(Cc3nnnn3C(C)(C)C)CC2)cc1OC,1%,-1%,i,1%,i,6%,0%,-0.2%,-4%,.,-1.6%
CC1CCC/C(=C\Nc2ccc(O)cc2)C1=O (configuration not stated),-7%,2%,i,?,?,-24%,-6%,-3.3%,-10%,5.0%[1.84 µM],-3.5%
CC1CCc2ccc(F)cc2N1S(=O)(=O)c1cccs1 (configuration not stated),18%,2%,i,-1%,i,-13%,4%,0.5%,1%,0.9%,-5.3%
O=C(Nc1ccc2snnc2c1)N1CCN(c2ccccc2)CC1,-4%,-2%,.,-6%,.,-27%,-9%,1.5%,-8%,-5.5%,-2.0%
Fc1ccc(Cn2nnc(-c3ccc(CN4CCOCC4)cc3)n2)cc1,-4%,-1%,i,-4%,?,-3%,3%,0.7%,0%,-0.4%,-1.5%
COCc1cc(C)nc(SCC(=O)Nc2cccc3cccnc23)c1C#N,-3%,.,.,10µM*,.,9%,-3%,0.6%,-8%,0.1%,1.0%
Cc1ccc(S(=O)(=O)N2CCOCC2)cc1C(=O)OCC(=O)N1CCc2ccccc2C1,-2%,-2%,i,-12%,i,-5%,-4%,-0.7%,3%,-0.1%[57.5 µM],-0.1%
O=C(CN1CCOCC1)Nc1ccc(-c2nc3ccccc3[nH]2)cc1,2%,-1%,i,?,i,3%,-19%,-1.6%,7%,-1.4%,-1.2%
CC(C)OCCCNc1nc2c(c(=O)n(Cc3ccccc3F)c(=O)n2C)n1C,-1%,0%,i,-10%,i,-2%,0%,1.5%,-3%,1.3%,-4.9%
CCCC1(C(=O)OCC)NC(c2ccc(N(C)C)cc2)C2C(=O)N(c3ccc(F)cc3)C(=O)C21 (configuration not stated),-15%,1%,?,-12%,?,-2%,9%,-2.0%,-4%,.,2.7%
N#Cc1cccc(-c2nc(NCc3cccnc3)c3ccccc3n2)c1,-4%,-3%[9.22 µM],i,10µM*,i,-20%,1%,0.1%,-8%,0.3%,-0.9%

# 2 records picked at random from those above:
SMILES,Hsp90 Hop PPI,GFP derepression,4MU fluor,CRE-bla Fsk,A350 autofl,15-hLO inh,UbGFP stabilizer,BRCT PPI red,DNA Pol III inh,HBB splicing,BRCT inh green
CC(C)OCCCNc1nc2c(c(=O)n(Cc3ccccc3F)c(=O)n2C)n1C,-1%,0%,i,-10%,i,-2%,0%,1.5%,-3%,1.3%,-4.9%
CC1CCc2ccc(F)cc2N1S(=O)(=O)c1cccs1 (configuration not stated),18%,2%,i,-1%,i,-13%,4%,0.5%,1%,0.9%,-5.3%

# Arranged by value in DNA Pol III inh (smallest number first): some entries from above.
smiles | DNA Pol III inh
CCCC1(C(=O)OCC)NC(c2ccc(N(C)C)cc2)C2C(=O)N(c3ccc(F)cc3)C(=O)C21 (configuration not stated) | -4%
CC1CCc2ccc(F)cc2N1S(=O)(=O)c1cccs1 (configuration not stated) | 1%
Cc1ccc(S(=O)(=O)N2CCOCC2)cc1C(=O)OCC(=O)N1CCc2ccccc2C1 | 3%
